# Screening results: PubChem BioAssay, National Center for Advancing Translational Sciences (NCATS)
# D2 ag = HTS Assay for Allosteric Agonists of the Human D2 Dopamine Receptor: Primary Screen for Agonists. D(2) dopamine receptor (Homo sapiens), P14416. HEK293 T-REx D2 cells, calcium flux agonist mode. activation, % at 2 µM. 340,000 tested, 0.53% active. AID 485358, 2010;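 active means activation over 3 SD above normal in the single-dose calcium agonist read, cut at about 30% in these data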; further: 0% is about no effect
# Target sequence (P14416 whole entry, looked up): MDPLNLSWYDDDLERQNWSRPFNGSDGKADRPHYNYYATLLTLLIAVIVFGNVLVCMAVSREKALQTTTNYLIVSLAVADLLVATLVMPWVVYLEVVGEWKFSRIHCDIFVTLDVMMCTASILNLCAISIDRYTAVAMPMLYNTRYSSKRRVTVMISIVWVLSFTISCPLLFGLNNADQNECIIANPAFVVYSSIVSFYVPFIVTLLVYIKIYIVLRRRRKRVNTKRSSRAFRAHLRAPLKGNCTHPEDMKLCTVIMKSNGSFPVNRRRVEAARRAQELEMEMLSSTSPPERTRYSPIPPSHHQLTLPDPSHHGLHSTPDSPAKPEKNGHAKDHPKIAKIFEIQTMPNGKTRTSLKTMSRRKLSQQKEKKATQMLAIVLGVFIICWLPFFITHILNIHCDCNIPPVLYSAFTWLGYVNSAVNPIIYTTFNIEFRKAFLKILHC
#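 In this primary screen, compounds producing a positive calcium signal within 180 s of addition to tetracycline-induced, force-coupled HEK293 Trex D2 cells are flagged; cells are dye-loaded with a no-wash calcium kit beforehand.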
# D1 agonist = Allosteric Agonists of the Human D1 Dopamine Receptor: qHTS; 360,000 tested, 1% active; HEK293 T-REx D1 cells, calcium flux, agonist mode; D(1A) dopamine receptor (Homo sapiens), P21728; activation, % at 2 µM; further: 0% is about no effect
#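 Inducible HEK293 T-REx D1 cells, force-coupled to calcium signalling, were plated at 4000 cells/well with tetracycline and held overnight at 30 C. After no-wash calcium dye loading, compound-evoked calcium rise over 180 s flagged agonists.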
# D1 potentiator = Potentiators of Human D1 Dopamine Receptor: qHTS | D(1A) dopamine receptor (Homo sapiens), P21728 | potentiation, % at 10 µM | 360,000 tested, 0.036% active | AID 504651, 2011 | HEK293 TREx D1 cells, calcium flux, dopamine EC20 potentiation; in the data active means potentiation above about 30%; further: 0% is about no effect
# TRHR agonist = qHTS for Small Molecule Agonists and Allosteric Enhancers of Human TRH Receptor: Primary Screen for Agonists. 360,000 tested, 0.18% active. TRHR cells, calcium flux fluo-8, FDSS agonist mode. activation, % at 2 µM. Thyrotropin-releasing hormone receptor (Homo sapiens), P34981; further: 0% is about no effect
# Target sequence (P34981 whole entry, looked up): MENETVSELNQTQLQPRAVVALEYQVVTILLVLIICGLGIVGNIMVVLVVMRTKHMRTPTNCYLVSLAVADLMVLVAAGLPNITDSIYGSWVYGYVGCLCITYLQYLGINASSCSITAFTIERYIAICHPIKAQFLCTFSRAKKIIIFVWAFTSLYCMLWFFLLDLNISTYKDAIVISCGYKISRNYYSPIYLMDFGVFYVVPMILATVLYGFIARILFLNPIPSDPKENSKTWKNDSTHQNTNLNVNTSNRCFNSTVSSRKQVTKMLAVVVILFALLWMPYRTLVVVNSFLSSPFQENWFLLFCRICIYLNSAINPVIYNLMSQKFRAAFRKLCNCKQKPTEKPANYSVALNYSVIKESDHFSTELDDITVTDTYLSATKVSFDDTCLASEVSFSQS
#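 In this calcium-flux screen, cells bearing human TRHR are dye-loaded with fluo-8, baselined for 10 cycles, then exposed to library compounds; positive kinetic calcium responses during the agonist phase mark hits, with TRH as control.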
# D2 PAM = HTS Assay for Positive Allosteric Modulators of the Human D2 Dopamine Receptor: Primary Screen for Potentiators. potentiation, % at 10 µM. HEK293 T-REx D2, calcium flux, EC20 dopamine potentiation. D(2) dopamine receptor (Homo sapiens), P14416. 340,000 tested, 0.34% active;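 active means potentiation over 3 SD above the plate norm, cut at about 30% in these data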; further: 0% is about no effect
#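 Using a no-wash calcium dye in inducible, force-coupled HEK293 Trex cells expressing D2, we tracked fluorescence each second for 180 s after compound, then for 180 s after EC20 dopamine to detect augmented signalling.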
# RXFP1 antagonist = qHTS Assay for Antagonists of the Relaxin Receptor RXFP1. 350,000 tested, 0.59% active. AID 1259400, 2018. HEK293-RXFP1, relaxin-stimulated cAMP HTRF, 30 min; stronger effect = lower value. activity change, negative = inhibition, % at 57.5 µM. Relaxin receptor 1 (Homo sapiens), Q9HBX9;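 active means activity change of -60% or lower, but not beyond a set lower limit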; further: on the % scale 0 is the no-effect control and ±100 the full control effect
# D2 antag = HTS Assay for Allosteric Antagonists of the Human D2 Dopamine Receptor: Primary Screen for Antagonists. AID 485344, 2010. 340,000 tested, 2% active. inhibition, % at 10 µM. HEK293 TREx D2 cells, calcium flux, dopamine EC80. D(2) dopamine receptor (Homo sapiens), P14416; in the data active means inhibition above about 30%; further: 0% is about no effect
#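 HEK293 T-REx D2 cells, tet-induced, calcium dye no-wash. Cpd pintool add, 180 s kinetic, then EC80 DA, 180 s kinetic. Ca flux read.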
# TRHR enhancer = qHTS for Small Molecule Agonists and Allosteric Enhancers of Human TRH Receptor: Primary Screen for Enhancers; Thyrotropin-releasing hormone receptor (Homo sapiens), P34981; TRHR cells, fluo-8 calcium fluorescence, EC20 TRH enhancement; enhancement, % at 2 µM; 360,000 tested, 0.66% active; in the data active means enhancement above about 30%; further: 0% is about no effect
#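 TRHR-expressing cells loaded with fluo-8 calcium dye were read kinetically (ex 480/em 530) during compound addition, then stimulated with an EC20 of TRH (10 nM final). Enhancement of the Gq-mediated intracellular calcium response was scored.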
# D1 antagonist = Antagonist of Human D 1 Dopamine Receptor: qHTS. D(1A) dopamine receptor (Homo sapiens), P21728. HEK293 TREx D1 cells, calcium flux, dopamine EC80; stronger effect = lower value. activity change, negative = inhibition, % at 10 µM. 360,000 tested, 3.2% active. AID 504652, 2011; in the data active means activity change below about -30%; further: on the % scale 0 is the no-effect control and ±100 the full control effect
#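 Using tetracycline-induced force-coupled D1 Hek293 cells and a calcium dye, signals were followed for 180 s after compound, then for 180 s after EC80 dopamine, to detect inhibitors.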
# * = called active by the depositor; / = no result given. Unless noted, no stated cut-off is given here; in the data, active means activation above about 30%; inactive means the rest.
SMILES,D2 ag,D1 agonist,D1 potentiator,TRHR agonist,D2 PAM,RXFP1 antagonist,D2 antag,TRHR enhancer,D1 antagonist
O=C(NCC1CCCCC1)c1cccnc1Cl,1.8,12,/,1.2,1,-4,-6,-4,9
CN(C)CCCN(C(=O)c1ccc(S(=O)(=O)N2CCc3ccccc3C2)cc1)c1nc2ccc(F)cc2s1,2.5,21,1,1.3,-12,-30,-6,2,3
Cc1ccc(SCC(=O)NCCCc2ccccc2)cc1,0.0,1,-9,-0.6,-11,-5,1,-7,-5
COC(=O)CN1C(=O)S/C(=C/c2ccc(N3CCCCC3)o2)C1=O,17,57*,6,56*,8,-10,4,20,7
COc1cc(C(=O)OCc2cccc(OC)c2OC)ccc1OCC(=O)N1CCOCC1,-1.4,2,-4,0.2,-4,3,-9,-7,0
O=C(CSc1nc2c(c(=O)n1-c1ccccc1)SCC2)N1CCOCC1,-2.5,0,-1,-0.8,3,0,5,-2,13
O=C1C2C3C=CC(C3=C(c3ccccc3)c3ccccc3)C2C(=O)N1CCO (stereo not drawn),0.4,1,0,-0.6,-8,-15,-1,3,/
O=C(c1ccc(Cl)c(S(=O)(=O)N2CCc3ccccc3C2)c1)N1CCN(c2ccccc2)CC1,-0.4,2,-6,-0.3,6,0,2,0,6
O=C(Nc1ccccc1Cl)c1ccc(=O)[nH]n1,0.4,1,-8,0.5,5,1,3,25,11
C=CCN(CC=C)C(=S)Nc1cc(Cl)ccc1OC,0.6,-2,1,-0.4,-3,-2,4,-2,/
CC1CCN(C(=S)Nc2ccc3nc4n(c(=O)c3c2)CCCCC4)CC1,0.4,1,-5,1.0,-3,-10,4,4,-27
CCOC(=O)C(Cc1ccccc1)c1ccnc2nc(N)nn12 (stereo not drawn),0.1,-1,-6,-0.2,-6,3,3,0,/
O=S(=O)(Nc1ccc(S(=O)(=O)N2CCCC2)cc1)c1ccc(F)cc1,-0.8,1,-3,-0.1,4,-8,-4,1,2
Cc1ccccc1N=Cc1c(O)n(-c2nccs2)c(=O)c2ccccc12,/,0,0,-0.4,/,-1,/,2,-3
Cc1cc(N)n2nc(C(F)(F)F)nc2n1,2.3,9,4,0.6,-1,-6,6,-4,-3
COc1ccccc1OCCSc1nnc(CNC(=O)c2ccco2)n1C,-0.3,0,0,-0.2,0,7,23,4,11
Cc1cc(NC(=O)CSc2nnc(C(C)N(C)C)n2Cc2ccccc2)no1 (stereo not drawn),-0.2,1,4,0.4,2,2,5,1,13
CCOc1cc(N2CCOCC2)c(OCC)cc1NC(=O)COC(=O)[C@@H]1CCCN1S(=O)(=O)c1ccccc1F,-5.3,1,2,-0.6,16,-2,-2,8,-10
COc1cccc(CC2(CO)CCCN(CC3=Cc4cc(OC)ccc4OC3)C2)c1 (stereo not drawn),0.8,1,5,0.3,-14,-13,2,6,-2
CCOC(=O)c1c(C)[nH]c(C)c1S(=O)(=O)NCC(=O)N1CCN(c2cc(Cl)ccc2C)CC1,0.0,4,0,-0.7,1,/,/,7,-5
O=C(NC1CCSC1)c1cccc(Cl)c1 (stereo not drawn),-0.9,1,7,-1.0,-3,11,15,0,23
COc1ccc(C(=O)Nc2ccnc(-c3cccnc3)n2)cc1,0.2,-1,2,0.1,2,8,3,-3,-20
Cc1cc(C)c(NC(=O)COc2cccnc2[N+](=O)[O-])c(C)c1,0.0,1,4,-0.6,13,6,-23,-4,1
CC(=O)c1cccc(CN2CCN(C3CCCC3)C(CCO)C2)c1 (stereo not drawn),-1.4,3,5,0.7,-24,-7,29,-3,-1
CCc1ccc2c(c1)C1(SC(NC(C)=O)=NN1C(C)=O)C(=O)N2C(C)C (stereo not drawn),/,4,-4,0.4,3,3,/,4,-1

# Single values from above.
# Cc1cc(NC(=O)CSc2nnc(C(C)N(C)C)n2Cc2ccccc2)no1 (stereo not drawn) | TRHR enhancer = 1
# O=C(Nc1ccccc1Cl)c1ccc(=O)[nH]n1 | D2 antag = 3

# Arranged by value in TRHR agonist (lowest first): 4 from the list above
SMILES | D1 agonist | D1 potentiator | TRHR agonist | D2 PAM | RXFP1 antagonist | D2 antag | TRHR enhancer | D1 antagonist
Cc1ccccc1N=Cc1c(O)n(-c2nccs2)c(=O)c2ccccc12 | 0 | 0 | -0.4 | / | -1 | / | 2 | -3
CCc1ccc2c(c1)C1(SC(NC(C)=O)=NN1C(C)=O)C(=O)N2C(C)C (stereo not drawn) | 4 | -4 | 0.4 | 3 | 3 | / | 4 | -1
O=C(Nc1ccccc1Cl)c1ccc(=O)[nH]n1 | 1 | -8 | 0.5 | 5 | 1 | 3 | 25 | 11
CN(C)CCCN(C(=O)c1ccc(S(=O)(=O)N2CCc3ccccc3C2)cc1)c1nc2ccc(F)cc2s1 | 21 | 1 | 1.3 | -12 | -30 | -6 | 2 | 3

# Four entries already listed, arranged by SMILES length, falling:
SMILES,D2 ag,D1 agonist,D1 potentiator,TRHR agonist,D2 PAM,RXFP1 antagonist,D2 antag,TRHR enhancer,D1 antagonist
CCc1ccc2c(c1)C1(SC(NC(C)=O)=NN1C(C)=O)C(=O)N2C(C)C (stereo not drawn),/,4,-4,0.4,3,3,/,4,-1
COc1cc(C(=O)OCc2cccc(OC)c2OC)ccc1OCC(=O)N1CCOCC1,-1.4,2,-4,0.2,-4,3,-9,-7,0
O=C(CSc1nc2c(c(=O)n1-c1ccccc1)SCC2)N1CCOCC1,-2.5,0,-1,-0.8,3,0,5,-2,13
C=CCN(CC=C)C(=S)Nc1cc(Cl)ccc1OC,0.6,-2,1,-0.4,-3,-2,4,-2,/

# Continued:
SMILES,D2 ag,D1 agonist,D1 potentiator,TRHR agonist,D2 PAM,RXFP1 antagonist,D2 antag,TRHR enhancer,D1 antagonist
O=C(NNC1CC(=O)N(c2ccc(Br)cc2)C1=O)c1cccnc1 (stereo not drawn),0.2,2,-1,0.6,-7,-1,16,2,-21
O=C(NC1CCS(=O)(=O)C1)c1cccnc1 (stereo not drawn),-0.7,10,6,0.9,-12,/,0,9,-5
C=CCNC(=O)C1(c2ccccc2)CC1(Cl)Cl (stereo not drawn),-1.5,0,-7,-1.5,3,-8,-9,6,-11
Cc1cccc(C(=O)Nc2ccnc(-c3ccncc3)n2)c1,-3.8,2,-5,-0.2,3,7,-35,0,4
CCCN(CCC)C(=O)Nc1cc(Cl)ccc1OC,-1.7,2,1,-0.9,1,-8,12,-8,2
COc1cccc(CNC(=O)Cc2ccc(NC(=O)N3CCSc4ncccc43)cc2)c1OC,0.8,1,-2,0.2,-2,-6,/,1,-7
CC(c1nnc(SCC(=O)Nc2sccc2C#N)n1-c1ccc(Cl)cc1)N(C)C (stereo not drawn),0.3,1,-6,0.4,-7,15,-7,-1,-22
CC(=C\C(=O)O)/C(=C/c1ccc(C)o1)C(=O)O,-2.3,0,-3,-0.4,-15,-5,4,1,-5
O=C(COC(=O)c1cc(Cl)ccc1O)NNC(=O)c1ccc([N+](=O)[O-])cc1,/,7,11,-0.4,/,-23,/,3,0
CC(C)(C)NC(=O)C(c1ccccn1)N(C(=O)C1CSC(=O)C1)c1ccccc1F (stereo not drawn),1.3,-1,0,-0.4,7,1,13,-3,-2
CC(C)N1CCc2c(sc(NC(=O)c3ccc(C(=O)c4ccccc4)cc3)c2C(N)=O)C1,4.3,14,-6,8.1,0,-15,4,1,8
Cc1cc(C(=O)NC2CC(C)(C)Cc3c2cnn3-c2ccccc2C)c(C)o1 (stereo not drawn),-1.7,4,-1,-1.6,1,-3,-4,0,6
CCOC(=O)C1=C(C)NC(SCC(=O)O)=C(C#N)C1c1ccco1 (stereo not drawn),-1.1,1,1,-0.2,-2,-3,5,-5,9
COc1ccccc1-c1nnc(C2CCN(C(=O)c3ccc(C)cc3)CC2)o1,-0.7,0,-2,-1.8,1,-25,/,3,-13
COCCCNC(=O)Cn1nnc(-c2ccccc2NC(=O)c2ccccc2F)n1,0.0,2,11,0.7,1,-9,-1,-5,3
O=C(O)C1CC=CCC1C(=O)NNc1ccccc1 (stereo not drawn),0.3,2,-3,0.7,-2,-19,17,-4,1
COCCCNC(CC(=O)Nc1ccc(OC)cc1OC)C(=O)O (stereo not drawn),0.6,1,-2,0.3,-13,27,5,2,0
COc1ccc(NC(=O)C2=C(C)NC(=O)NC2c2cccc(OC)c2OC)c(OC)c1 (stereo not drawn),-0.1,1,1,1.0,12,0,5,2,-6
O=C(O)CCCNC(=O)CCCn1nnc2ccccc2c1=O,0.5,0,-2,0.6,5,-16,12,32*,5
CCOC(=O)c1ccccc1NC(=O)c1sc2nc3n(c(=O)c2c1C)CCCCC3,0.4,0,1,-0.1,3,-11,/,-4,1
C=CCN(c1ccc(C(=O)N2CCN(c3ccc(F)cc3)CC2)cc1)S(C)(=O)=O,-0.9,3,-1,0.3,1,-2,2,0,-4
Cc1ccc(S(=O)(=O)N2C3C=CC(C3)C2C(=O)O)cc1 (stereo not drawn),0.9,3,/,0.0,6,/,-2,-4,-7
COc1ccc(Br)cc1CN1CCC(N2CCCC2)CC1,-0.3,7,-3,0.3,-2,-4,-18,3,11
O=C(NCCS(=O)(=O)N1CCN(c2ccccc2F)CC1)c1cccs1,/,3,-7,0.0,/,3,/,-1,-26
CCOc1ccccc1CNC(=O)CCCn1c(=O)c2cccn2c2ccc(F)cc21,0.5,0,-1,-0.3,3,-7,/,-1,11
FC(F)(F)c1cc(-c2ccccc2)nc(NCc2cccs2)n1,-1.0,10,-2,-0.1,-3,-9,-2,8,7
CCOC(=O)CCN,0.8,0,-7,0.4,-4,/,2,6,5
Cc1ccc(Cl)cc1NC(=O)NCc1cccnc1,0.3,1,-7,-0.6,-3,0,-22,7,-2

# Limited to D2 PAM, TRHR agonist and D2 ag (four entries from above):
compound,D2 PAM,TRHR agonist,D2 ag
O=C(O)C1CC=CCC1C(=O)NNc1ccccc1 (stereo not drawn),-2,0.7,0.3
COCCCNC(CC(=O)Nc1ccc(OC)cc1OC)C(=O)O (stereo not drawn),-13,0.3,0.6
COc1ccc(NC(=O)C2=C(C)NC(=O)NC2c2cccc(OC)c2OC)c(OC)c1 (stereo not drawn),12,1.0,-0.1
O=C(O)CCCNC(=O)CCCn1nnc2ccccc2c1=O,5,0.6,0.5
